From PubChem BioAssay
HEK293 tox: cytotoxic compounds in HEK 293 cells; Potency, µM (top dose mostly 115 µM), for inactives: top-dose activity change, negative = cytotoxicity, most hits filed as inhibitors; AID 1345083; HEK 293 viability, ATP luminescence (CellTiter-Glo), 48-72 h; 94,000 compounds, 6.6% hits; further: potency means the concentration at half of the fitted maximal effect; nearly all actives have a fitted effect of over 60% in size
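Luminescence from cellular ATP, measured with CellTiter-Glo, indicates HEK 293 viability. Cells plated at 250 cells/well are treated with compound for 48 or 72 hr at 37 degree Celsius before reagent addition.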
SNCA expr inhib: reduces expression of the alpha-synuclein gene; HEK-293 SNCA-luciferase knock-in, luminescence, 24 h; Potency, µM (series often up to 57.2 µM), inactives show at the highest dose activity change, negative = inhibition, actives largely listed as inhibitors; 140,000 compounds, 0.17% hits; AID 1671194;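 further: potency means the concentration at half of the fitted maximal effect; plate controls were DMSO cells for no effect and cell-free wells for full effect; nearly all actives have a fitted effect of over 45% in size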
GPT2 inh: blocks human glutamate pyruvate transaminase 2. Q8TD30. Recombinant GPT2, coupled pyruvate oxidase/HRP Amplex Red fluorescence. Potency, µM (highest dose often 57.7 µM), without a hit: top-dose activity change, negative = inhibition, actives largely listed as inhibitors. 100,000 compounds, 0.25% hits. AID 1671188; further: potency means the concentration at half of the fitted maximal effect; nearly all actives have a fitted effect of over 60% in size; many of its hits are not listed in these tables
Target sequence (Q8TD30 whole entry, looked up): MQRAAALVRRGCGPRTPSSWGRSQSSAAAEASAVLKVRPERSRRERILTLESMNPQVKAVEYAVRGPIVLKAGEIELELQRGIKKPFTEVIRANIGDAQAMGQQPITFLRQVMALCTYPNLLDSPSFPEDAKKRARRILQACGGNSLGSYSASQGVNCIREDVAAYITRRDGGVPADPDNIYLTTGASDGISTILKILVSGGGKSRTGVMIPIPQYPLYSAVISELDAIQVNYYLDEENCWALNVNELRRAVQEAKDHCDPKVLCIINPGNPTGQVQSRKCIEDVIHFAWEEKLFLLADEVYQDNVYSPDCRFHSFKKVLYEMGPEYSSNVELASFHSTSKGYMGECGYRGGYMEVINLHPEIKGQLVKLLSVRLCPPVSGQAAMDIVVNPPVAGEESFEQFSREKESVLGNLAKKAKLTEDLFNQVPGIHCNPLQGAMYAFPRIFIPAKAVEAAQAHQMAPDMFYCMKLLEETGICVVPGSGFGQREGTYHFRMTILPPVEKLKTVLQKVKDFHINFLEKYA
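Recombinant GPT2 (10ng/uL) with 250uM a-KG and 2mM L-alanine, 30 min at room temperature, in HEPES pH 7.5 buffer. Pyruvate detected by pyruvate oxidase/HRP/Amplex Red fluorescence after 30 min in the dark; AOA (50uM) as positive control.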
3T3 cytotox: cytotoxic compounds in NIH 3T3 cells; NIH 3T3 viability, CellTiter-Glo ATP luminescence, 48-72 h; Potency, µM (highest dose often 96.7 µM), without a hit: at the highest dose activity change, negative = cytotoxicity, most hits filed as inhibitors; 94,000 compounds, 4.3% hits; AID 1345082; further: potency means the concentration at half of the fitted maximal effect; nearly all actives have a fitted effect of over 55% in size
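NIH 3T3 cells at 400 cells/well received 23 nL of compound by pintool and were incubated 48 or 72 h at 37 °C. Viability was read as ATP-coupled CellTiter-Glo luminescence.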
IP6K1 inh: inhibitors of human IP6K1; 140,000 compounds, 0.81% hits; Q92551; activity change, % (series mostly up to about 58 µM); IP6K1 kinase, ADP-Glo luminescence, 2 h; stronger effect = lower value; in the data active means activity change below about -25%
Target sequence (Q92551 whole entry, looked up): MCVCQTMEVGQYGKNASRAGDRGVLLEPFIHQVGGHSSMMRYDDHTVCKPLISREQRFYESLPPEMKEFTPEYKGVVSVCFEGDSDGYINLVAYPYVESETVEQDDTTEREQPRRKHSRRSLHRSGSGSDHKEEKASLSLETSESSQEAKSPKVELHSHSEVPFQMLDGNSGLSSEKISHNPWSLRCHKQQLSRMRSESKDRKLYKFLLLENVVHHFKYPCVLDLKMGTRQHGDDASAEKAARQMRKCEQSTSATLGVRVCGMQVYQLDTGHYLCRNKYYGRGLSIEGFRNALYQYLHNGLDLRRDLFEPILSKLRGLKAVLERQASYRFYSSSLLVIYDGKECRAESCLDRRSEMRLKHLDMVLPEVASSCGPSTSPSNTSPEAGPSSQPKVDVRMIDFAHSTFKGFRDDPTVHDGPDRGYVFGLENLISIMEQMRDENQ
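ADP-Glo luminescence measures ADP made by human IP6K1 during a 2 h RT reaction with ATP/IP6 (mix at 1.3 mM/130 uM); top library doses 57.5 and 19.1 uM final.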
Luciferase inh: inhibitors of firefly (Photinus pyralis) luciferase | purified P. pyralis luciferase, luminescence, biochemical | Potency, µM (top dose mostly 115 µM), for the others: at the top dose activity change, negative = inhibition, usual class: inhibitors | P08659 | 76,000 compounds, 2.5% hits; further: potency means the concentration at half of the fitted maximal effect; nearly all actives have a fitted effect of over 65% in size
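Luminescence read by CCD imager after adding enzyme (10nM final) to wells holding compound, titrated in qHTS. Substrates 10uM each D-luciferin and ATP; buffer 50mM Tris acetate pH 7.5, 10mM Mg acetate, Tween-20, BSA.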
SNCA viab count: cell viability loss counter-screen; HEK-293-SNCA-luc viability, GF-AFC fluorescence, 24 h; Potency, µM (titrated, usually from 57.1 µM), for the others: top-dose activity change, negative = cytotoxicity, most hits filed as cytotoxic; 150,000 compounds, 0.12% hits; AID 1671193;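 further: potency means the concentration at half of the fitted maximal effect; 0% = DMSO-treated cells and -100% = medium-only wells without cells; nearly all actives have a fitted effect of over 30% in size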
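Cytotoxicity counterscreen: after 24 h compound treatment of genome-edited SNCA-luciferase HEK-293 cells, live-cell protease substrate GF-AFC read by fluorescence after 30 min; activity scaled between DMSO (0%) and medium-only (-100%), curves Hill-fitted.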
Numbers without * were called inactive; & = joins results of further samples; [ ] = another dose, or the depositor's remark. Unless noted, the call rests on the fitted dose curve; in most records, active means well fitted curve in the direction sought with a large enough effect; inconclusive means small, poorly fitted or top-dose-only effect, or another doubt; inactive means no such curve, though single readings can be large; an effect the other way counts as inactive or inconclusive. Unless noted, on the % scale 0 is the no-effect control and ±100 the full control effect.

How did Cc1cccc(OCC(=O)N2CCC(c3n[nH]c(=O)n3-c3ccccc3)CC2)c1 do in these assays?
HEK293 tox: 12.4%; SNCA expr inhib: 15.5%; GPT2 inh: -5.4%; 3T3 cytotox: 7.08µM*; IP6K1 inh: -5.4; Luciferase inh: 5.1%; SNCA viab count: -3.7%

What do the screens show for `O=C(Cc1ccncc1)N1CC(F)(F)C[C@H]1c1nc(C2CC2)no1`?
HEK293 tox: inactive; SNCA expr inhib: -0.5%; GPT2 inh: inactive; 3T3 cytotox: inactive; IP6K1 inh: -1.9; Luciferase inh: 0.4%; SNCA viab count: -8.3%

How did Cc1oc(-c2ccccc2Cl)nc1CS(=O)CC(=O)NCc1ccc(Cl)cc1 (stereo not drawn) do in these assays?
SNCA expr inhib: -5.9%; IP6K1 inh: 17.2; SNCA viab count: -4.0%

What do the screens show for `COCCc1noc(CNC(=O)c2sc3cccc(F)c3c2Cl)n1`?
HEK293 tox: -29.4%; SNCA expr inhib: 7.4%; GPT2 inh: -14.2%[11.5 µM]; 3T3 cytotox: inconclusive; IP6K1 inh: 56.1; Luciferase inh: -29.6%; SNCA viab count: 0.7%

What do the screens show for `COc1ccc(NC(=O)c2c(C)oc3ccc(O)c(CN4CCCC(C)C4)c23)cc1Cl` (stereo not drawn)?
SNCA expr inhib: -39.5%; IP6K1 inh: -12.8; SNCA viab count: -26.9%

How did COc1cccc(C(=O)Nc2ccc3c(c2)CN(Cc2ccc(OC)cc2OC)C(=O)CO3)c1 do in these assays?
HEK293 tox: inconclusive; SNCA expr inhib: 7.0%; GPT2 inh: -3.8%; 3T3 cytotox: -28.5%; IP6K1 inh: -2.2; Luciferase inh: -5.6%; SNCA viab count: -4.6%

How did O=C(c1ccccc1)N1CCCC2(CC(c3ccccc3)=NO2)C1 (stereo not drawn) do in these assays?
HEK293 tox: -9.5%; SNCA expr inhib: 17.8%; GPT2 inh: 4.2%; 3T3 cytotox: 1.1%; IP6K1 inh: 1.4; SNCA viab count: 1.4%

How did O=C1CC(c2ccccc2)N(C(=O)c2cccs2)CCCCCCN1 (stereo not drawn) do in these assays?
HEK293 tox: inconclusive; SNCA expr inhib: -5.0%; GPT2 inh: 3.6%; 3T3 cytotox: -12.3%; IP6K1 inh: 4.5; Luciferase inh: -4.7%; SNCA viab count: -5.8%

Results for NS(=O)(=O)c1ccc(C(=O)N2CCC(CO)(CN3CCCC3)CC2)cc1 ?
HEK293 tox: inconclusive; SNCA expr inhib: 2.8%; GPT2 inh: inactive; 3T3 cytotox: 3.9%; IP6K1 inh: -2.9; Luciferase inh: -4.5%; SNCA viab count: -0.7%

What do the screens show for `O=C1CCN(C(=O)c2ccsc2)CCCC(c2nc(-c3cnccn3)no2)CCN1` (stereo not drawn)?
HEK293 tox: -0.1%; SNCA expr inhib: inconclusive; GPT2 inh: inactive; 3T3 cytotox: inactive; IP6K1 inh: 14.3; Luciferase inh: -3.8%; SNCA viab count: 2.0%

How did CCN(CCN(C)C)C(=O)c1coc(COc2ccc3sc(C)nc3c2)n1 do in these assays?
HEK293 tox: -30.4%; SNCA expr inhib: 7.1%; GPT2 inh: inactive; 3T3 cytotox: -24.7%; IP6K1 inh: -7.7; Luciferase inh: 9.4%; SNCA viab count: -1.1%

What do the screens show for `COc1cccc(NC(=O)[C@@H]2C[C@H](c3ccc(F)cc3)N([S+](C)(=O)[O-])C2)c1`?
HEK293 tox: inconclusive; SNCA expr inhib: -5.2%[87.6 µM]; GPT2 inh: -0.7%[88.5 µM]; 3T3 cytotox: -20.2%[138 µM]; IP6K1 inh: -1.8; Luciferase inh: -1.2%[172 µM]; SNCA viab count: -12.9%[87.6 µM]

Results for CS(=O)(=O)N1CC[C@H](c2nc3cc(Cl)ccc3o2)C1 ?
HEK293 tox: -8.9%[172 µM]; SNCA expr inhib: 2.4%[87.6 µM]; GPT2 inh: -1.4%[88.5 µM]; 3T3 cytotox: 0.5%[174 µM]; IP6K1 inh: 4.4; Luciferase inh: -2.1%[172 µM]; SNCA viab count: -5.2%[87.6 µM]

Results for Cc1noc(C)c1CC(=O)NC1CCc2nnc(C)n2CC1 (stereo not drawn) ?
HEK293 tox: inactive; SNCA expr inhib: 9.2%; GPT2 inh: inactive; 3T3 cytotox: 1.5%; IP6K1 inh: -3.7; Luciferase inh: -7.3%; SNCA viab count: 3.2%

How did CCn1c2c(c(=O)n1-c1ccccc1)CCN(C(=O)c1ccc(Cl)cc1)C2 do in these assays?
HEK293 tox: inconclusive; SNCA expr inhib: -23.9%[87.6 µM]; GPT2 inh: inactive; 3T3 cytotox: inconclusive; IP6K1 inh: -0.2; Luciferase inh: -9.2%[172 µM]; SNCA viab count: -20.2%[87.6 µM]

Results for O=C(c1ccoc1)N1CCCN(CCc2ccccc2)c2ccccc21 ?
HEK293 tox: inconclusive; SNCA expr inhib: 0.7%; GPT2 inh: -12.2%; 3T3 cytotox: inconclusive; IP6K1 inh: -0.6; Luciferase inh: -9.6%; SNCA viab count: 1.4%

Results for CCCC(=O)n1nc(-c2cccnc2)nc1NCc1ccc(OC)cc1 ?
SNCA expr inhib: 11.6%; IP6K1 inh: -7.6; SNCA viab count: 8.5%

Results for CC1=C(C(=O)Nc2cccc(F)c2)C2(CCCCCC2)OC1=O ?
SNCA expr inhib: -3.7%; IP6K1 inh: -9.1; SNCA viab count: -3.5%

Results for CCN1C(=O)Cc2cc(C(=O)Nc3ccccc3)ccc21 ?
HEK293 tox: inconclusive; SNCA expr inhib: 45.9%[activator]; GPT2 inh: inactive; 3T3 cytotox: inconclusive; IP6K1 inh: -7.6; Luciferase inh: inconclusive; SNCA viab count: -11.4%

What do the screens show for `CCOCCCNC(=O)C(NC(=O)C1CCC(C)CC1)C(C)C` (stereo not drawn)?
SNCA expr inhib: -8.5%; IP6K1 inh: 1.1; SNCA viab count: -0.2%

Results for CCCCCCc1cccc(NC(=O)[C@H](N)CCP(=O)(O)O)c1 ?
GPT2 inh: inactive; IP6K1 inh: -17.7; SNCA viab count: 4.0%[12.5 µM]

How did CCNC(=O)N1CCCC1c1noc(CCC(=O)N2CCN(c3ccccc3)CC2)n1 (stereo not drawn) do in these assays?
HEK293 tox: 12.2%; SNCA expr inhib: -18.0%; GPT2 inh: 1.6%; 3T3 cytotox: 4.6%; IP6K1 inh: 33.5; Luciferase inh: 1.0%; SNCA viab count: 0.8%

What do the screens show for `CCOc1ccc(OCC)c(S(=O)(=O)N2CCN(c3cccc(C)c3C)CC2)c1`?
SNCA expr inhib: -12.0%; IP6K1 inh: 26.9; SNCA viab count: 20.7%

What do the screens show for `COc1cccc(-c2cc(C3CCN(C(=O)Nc4ccccc4Cl)CC3)[nH]n2)c1`?
HEK293 tox: inconclusive; SNCA expr inhib: -10.5%; GPT2 inh: inactive; 3T3 cytotox: inconclusive; IP6K1 inh: -15.4; Luciferase inh: -13.3%; SNCA viab count: 1.8%

How did CCCNC(=O)Nc1ccc(Oc2ncnc3cc(OC)c(OC)cc23)cc1Cl do in these assays?
SNCA expr inhib: -12.2%; GPT2 inh: 4.4%; IP6K1 inh: 9.7; SNCA viab count: -33.7%&-4.9%

What do the screens show for `O=C(CN1CC2CC(C1)[C@H]1CCCC(=O)N1C2)NC1CCCCC1` (stereo partly drawn)?
HEK293 tox: -12.8%; SNCA expr inhib: 9.8%; GPT2 inh: inactive; 3T3 cytotox: inactive; IP6K1 inh: 12.7; Luciferase inh: 5.6%; SNCA viab count: 4.1%

How did O=C1NCc2ccccc2CC12CCN(Cc1ccc(F)cc1)C2 (stereo not drawn) do in these assays?
HEK293 tox: inconclusive; SNCA expr inhib: -4.3%; GPT2 inh: inactive; 3T3 cytotox: 3.9%; IP6K1 inh: -11.2; SNCA viab count: -4.7%

How did Cc1ccc(C(=O)Nc2cc(-c3cn4cccnc4n3)ccc2C)cc1C do in these assays?
SNCA expr inhib: -25.2%; IP6K1 inh: 17.6; SNCA viab count: -9.0%

How did COCCn1c(C)cnc1CCNC(=O)Cc1cccc(F)c1 do in these assays?
HEK293 tox: -11.9%; SNCA expr inhib: -1.2%; GPT2 inh: -0.5%; 3T3 cytotox: -12.9%; IP6K1 inh: 0.4; Luciferase inh: -2.6%; SNCA viab count: -14.8%

Results for COc1ccccc1N1CCN(S(=O)(=O)CCNC(=O)c2cc(=O)c3ccccc3o2)CC1 ?
SNCA expr inhib: 23.2%; IP6K1 inh: -13.9; SNCA viab count: 6.8%

What do the screens show for `O=C(C[C@@H]1C[C@H]2O[C@H](CNCc3ccccc3OC(F)(F)F)[C@@H](O)[C@H]2O1)N1CCC(F)(F)C1`?
HEK293 tox: -4.4%; SNCA expr inhib: 0.8%; GPT2 inh: inactive; 3T3 cytotox: 1.7%; IP6K1 inh: 7.5; Luciferase inh: -7.1%; SNCA viab count: 1.7%

Results for CN1C(=O)[C@@H]2C[C@@H](CN2Cc2ccc3ccccc3n2)Oc2ccccc21 ?
HEK293 tox: inconclusive; SNCA expr inhib: 54.4%[activator][87.6 µM]; GPT2 inh: 1.8%[88.5 µM]; 3T3 cytotox: 79.4µM*; IP6K1 inh: 7.7; Luciferase inh: -4.1%[172 µM]; SNCA viab count: -15.5%[87.6 µM]

How did COCC1CN(C(C)=O)CC12CCN(Cc1ccc3c(c1)CCO3)CC2 (stereo not drawn) do in these assays?
HEK293 tox: -0.4%; SNCA expr inhib: -6.6%; GPT2 inh: inactive; 3T3 cytotox: -8.6%; IP6K1 inh: 8.0; Luciferase inh: -1.5%; SNCA viab count: 6.4%

How did Cc1ccc(S(=O)(=O)c2nnn3c2nc(Nc2ccc(C(C)C)cc2)c2sccc23)cc1C do in these assays?
SNCA expr inhib: -10.3%; IP6K1 inh: 9.1; SNCA viab count: 4.0%

How did O=C([C@H]1C[C@H](Oc2cccnc2)CN1C(=O)CCc1c[nH]c2ccccc12)N1CCOCC1 do in these assays?
HEK293 tox: 0.0%; SNCA expr inhib: 35.3%[activator]; GPT2 inh: -26.6%; 3T3 cytotox: -16.7%; IP6K1 inh: 3.4; Luciferase inh: 0.0%; SNCA viab count: -11.6%

Results for COCCNC(=O)C1CN(c2ccc(OC)cc2)C(=O)N1 (stereo not drawn) ?
HEK293 tox: -8.2%[172 µM]; SNCA expr inhib: -8.2%[87.6 µM]; GPT2 inh: inactive; 3T3 cytotox: -16.3%[138 µM]; IP6K1 inh: 1.0; Luciferase inh: -9.8%[172 µM]; SNCA viab count: -5.4%[87.6 µM]

The list is partial, so the mix of outcomes need not match the whole.
